# FXN GAA850 act: frataxin GAA850 promoter activation | HEK293 lucGAA850 FXN promoter luciferase reporter, 24 h; percent of 10 µM SAHA response | activation, % at 6 µM | 360,000 compounds, 0.56% hits;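 active = activation above the average of all compounds screened plus 3 SD, cutoff fixed separately per campaign, cut at about 7.5% in these data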;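 note: 0% = DMSO wells and 100% = 10 µM SAHA wells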
# DAX1 inh-1: inhibitors of human orphan nuclear receptor DAX1 (NR0B1); AID 504766; HEK293 Gal4-DAX1 luciferase reporter, luminescence; inhibition, % at 6.75 µM; 340,000 compounds, 0.99% hits;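 active = inhibition above the mean over all tested compounds plus 3 SD, cut at about 4.2% in these data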;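 note: 0% = DAX1-transfected cells with DMSO and 100% = empty-vector control cells with DMSO; inhibition shows as a rise in luminescence from relieved DAX1 repression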
# Target sequence (P51843 207-470 limits assumed): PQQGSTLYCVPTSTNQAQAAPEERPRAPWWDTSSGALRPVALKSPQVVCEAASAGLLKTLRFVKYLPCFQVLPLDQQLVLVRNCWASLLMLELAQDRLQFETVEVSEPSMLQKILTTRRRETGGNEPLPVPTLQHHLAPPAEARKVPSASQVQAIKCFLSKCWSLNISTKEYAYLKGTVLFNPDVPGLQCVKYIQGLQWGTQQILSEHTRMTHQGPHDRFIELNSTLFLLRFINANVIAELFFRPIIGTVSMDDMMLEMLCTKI
# ssDAF12 agonist: activates DAF-12 receptor from parasite S. stercoralis. HEK293 ssDAF-12/GRIP1 lit1-tk-luc reporter, luminescence; % of 3 µM dafachronic acid response. activation, % at 6.8 µM. 370,000 compounds, 1% hits;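 active = activation above the mean over all tested compounds plus 3 SD, cut at about 0.9% in these data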;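 note: 0% = DMSO-only wells and 100% = 3 µM delta7-dafachronic acid wells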
# ADAM17 inh: inhibitors of human ADAM17 | 370,000 compounds, 0.83% hits | inhibition, % at 6.95 µM | recombinant ADAM17, EDANS/DABCYL FRET peptide cleavage;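 active = inhibition above the mean of compounds lying between control limits plus 3 SD, set per campaign, cut at about 8.5% in these data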;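 note: 0% = DMSO-only wells as the low control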
# Target sequence (P78536 215-824 limits assumed): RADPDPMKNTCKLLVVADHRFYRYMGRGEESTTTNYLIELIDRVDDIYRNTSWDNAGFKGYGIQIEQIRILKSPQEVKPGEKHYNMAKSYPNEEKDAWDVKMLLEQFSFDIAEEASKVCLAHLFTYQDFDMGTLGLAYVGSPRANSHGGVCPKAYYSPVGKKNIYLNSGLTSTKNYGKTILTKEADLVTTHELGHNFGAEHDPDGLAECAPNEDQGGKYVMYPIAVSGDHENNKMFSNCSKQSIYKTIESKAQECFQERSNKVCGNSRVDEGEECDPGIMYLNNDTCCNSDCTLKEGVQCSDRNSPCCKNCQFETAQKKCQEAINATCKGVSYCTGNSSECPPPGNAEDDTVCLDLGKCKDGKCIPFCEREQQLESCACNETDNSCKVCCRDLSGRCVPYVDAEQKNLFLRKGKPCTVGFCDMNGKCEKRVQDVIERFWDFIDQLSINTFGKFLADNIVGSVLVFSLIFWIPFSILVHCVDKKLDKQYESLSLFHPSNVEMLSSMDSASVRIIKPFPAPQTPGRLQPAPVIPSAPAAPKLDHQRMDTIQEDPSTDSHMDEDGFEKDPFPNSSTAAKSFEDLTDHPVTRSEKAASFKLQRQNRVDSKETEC
# hgDAF12 agonist: hgDAF-12 agonism, primary luciferase screen. activation, % at 6.8 µM. HEK293 GAL4-hgDAF12 UAS-luciferase reporter, agonist luminescence; normalized to butyrate control. 370,000 compounds, 1.8% hits. AID 687014;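 active = activation above a cutoff set at the mean of all screened compounds plus 3 SD, cut at about 10% in these data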;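 note: 0% = DMSO wells and 100% = sodium butyrate wells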
# PG9 Ab binder: binds the HIV-1 gp120 antibody PG9; 360,000 compounds, 0.43% hits; inhibition, % at 6.7 µM; TR-FRET gp120-PG9 antibody binding; in the data active = inhibition above about 8.5%
# GC-A act: GC-A (human) enzyme activation | P16066 | 370,000 compounds, 0.14% hits | AID 1671463 | HEK293 GC-A cells, cGMP TR-FRET, EC30 ANP; 0% at EC30 ANP, 100% saturating ANP | activation, % at 10 µM; in the data active = activation above about 40%
# SMARCA2 activ: activators of SMARCA2 function; MG213 cells, MMTV-luciferase reporter, dexamethasone, overnight; activation, % at 9.1 µM; AID 652017; 370,000 compounds, 1% hits; in the data active = activation above about 7.8%;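 note: 0% = vehicle wells and 100% = reference activator wells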
# ADAM10 inh: inhibitors of human ADAM10. O14672. recombinant ADAM10, EDANS/DABCYL FRET peptide cleavage, 3 h. inhibition, % at 7 µM. 370,000 compounds, 0.62% hits. AID 720582;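 active = inhibition above a per-campaign cutoff equal to the mean of compounds falling between control-based bounds plus 3 SD, cut at about 20% in these data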;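 note: 0% = DMSO wells while the 100% control is not disclosed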
# DAX1 inh-2: blocks DAX1 repression of SF-1 activated StAR promoter; HEK293T StAR-luciferase reporter, SF-1/DAX-1 repression relief; inhibition, % at 6.8 µM; 370,000 compounds, 1.1% hits; AID 652010;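 active = inhibition above the mean over all tested compounds plus 3 SD, cut at about 3.6% in these data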;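 note: 0% = DAX-1 cells with DMSO and 100% = cells lacking DAX-1 with DMSO; higher inhibition means more luminescence from relief of DAX-1 repression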
# hcDAF-12 act: H. contortus DAF-12 activation, primary screen; HEK293 hcDAF-12 lit1-tk-luc reporter, luminescence; 0% DMSO, 100% Δ7-dafachronic acid; activation, % at 6.8 µM; 370,000 compounds, 1.4% hits; AID 652067;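 active = activation above the mean of all tested compounds plus 3 SD, cut at about 5.5% in these data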;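 note: 100% = response to 3 µM Δ7-dafachronic acid high control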
# Starred values were filed as active, the others as inactive; i = inactive; · = not tested or not shown.
# The line under a structure holds: hcDAF-12 act	ssDAF12 agonist	ADAM17 inh	ADAM10 inh	DAX1 inh-2	GC-A act	DAX1 inh-1	FXN GAA850 act	SMARCA2 activ	PG9 Ab binder	hgDAF12 agonist
> CC(=O)Nc1ccc2c(c1)C(=O)N(C1CCCCC1)C2=O
 : -1.8	-0.8	-18	-62	-0.7	3	0.8	-0.1	0	0.3	0.1
> O=C(O/N=C(/c1ccccc1)c1ccncc1)c1ccc(F)cc1
 : -1.0	-1.3	-1	-2	-0.9	-1	·	-2.5	-5	0.3	-1.1
> CCOC(=O)[C@]12CCCC=C1N(Cc1ccc3c(c1)OCO3)C(=O)[C@H](CC(=O)NCCc1ccccc1OC)C2
 : 3.8	-1.2	7	16	-0.9	-6	·	·	-6	-0.8	-0.7
> COc1ccc(/C=N/NC(=O)CNC(=O)c2ccncc2)cc1OC
 : -1.8	-1.2	-1	3	0.3	4	0.5	0.3	1	-1.6	-0.3
> COc1ccc(NC(=O)c2ccc(-c3ccc([N+](=O)[O-])cc3)o2)cc1OC
 : 0.8	-2.0	0	3	-1.1	7	-2.9	-2.2	-1	0.3	1.2
> COC(=O)c1ccc(CNC(=O)c2sccc2-c2ccccc2)cc1
 : -1.4	-1.2	0	8	-1.7	-1	-1.1	3.1	-1	-1.8	-4.0
> C=CCn1c(=O)c2ccccc2n2c(SCC(=O)N3CCCc4ccccc43)nnc12
 : -1.8	-1.0	-1	-1	0.3	6	0.6	-1.7	1	0.7	-0.8
> CCN(CC)S(=O)(=O)c1ccc(Cl)c(NC(=O)COC(=O)c2nc3nc(C)cc(C)n3n2)c1
 : -0.1	-1.4	-2	-12	1.7	3	-0.8	0.3	0	-0.9	4.7
> N/C(=N\OC(=O)CCC1CCCCC1)c1cccnc1
 : -0.5	-0.3	-6	-8	-0.4	7	1.2	4.5	-2	0.7	-1.7
> CC(NC(=O)Nc1nccs1)(C(F)(F)F)C(F)(F)F
 : -0.7	-0.9	4	2	0.2	-5	-0.1	3.0	2	-1.4	0.1
> Cc1ccc(C)c(Cn2nc3c4ccccc4n(Cc4ccccc4)cc-3c2=O)c1
 : -1.0	-0.6	0	-4	-0.4	4	-1.2	3.5	-2	-0.3	-1.0
> CCNC(=O)[C@H]1O[C@@H](n2cnc3c(N)nc(NCCc4ccc(CCC(=O)O)cc4)nc32)[C@H](O)[C@@H]1O
 : -2.6	-1.6	-1	7	1.0	1	-0.9	3.6	-1	0.4	4.9
> CC(C)NCC(O)(c1ccc(Cl)cc1)c1ccc(Cl)cc1
 : -0.9	-1.2	-1	13	0.2	-40	0.8	2.1	2	0.1	-3.2
> CN(C)/C=C/C(=O)c1ccc(C(F)(F)F)cc1F
 : 0.6	-1.1	-6	4	-0.1	-1	0.3	2.8	0	-0.1	3.5
> C=CCOc1ccc(C2/C(=C(\O)c3ccc(F)cc3)C(=O)C(=O)N2CCCN(C)C)cc1 (configuration not stated)
 : -1.3	-1.3	0	-10	-0.1	2	1.2	1.0	-2	-1.2	-0.2
> O=C(CCc1ccccc1)Nc1c(F)c(F)c(F)c(F)c1F
 : -1.6	-1.7	5	-3	0.2	4	1.4	-1.5	0	2.0	-0.3
> O=C(CSCC(=O)Nc1nccs1)Nc1ccccc1
 : 0.0	-1.0	-5	-8	0.7	5	0.9	-1.6	0	1.5	-1.3
> CNC(=O)CN(c1cccc(Br)c1)S(C)(=O)=O
 : -1.7	-0.7	-3	2	0.4	-2	-0.8	2.4	0	-1.8	0.9
> COCCNC(=O)NC(=O)CN1C(=O)NC(Cc2c[nH]c3ccccc23)C1=O (configuration not stated)
 : 1.4	-0.3	1	8	0.5	1	0.4	1.7	6	0.5	2.5
> O=C(O)c1c2c(nc3ccc(S(=O)(=O)N4CCC(C(=O)N5CCCCC5)CC4)cc13)CCCC2
 : 0.1	-1.3	-6	-21	-0.6	0	-0.4	-0.7	-2	-0.1	-1.2
> CN(c1cccc(Cl)c1)S(=O)(=O)c1cccc(C(=O)Nc2nc3ccccc3[nH]2)c1
 : -4.0	-2.9	6	3	-2.5	-4	-2.7	1.9	-2	-3.0	-4.8
> CCOC(=O)C1(Cc2cccc(Cl)c2)CCCN(C(=O)c2cnn(CC)c2)C1 (configuration not stated)
 : 1.3	-0.8	-5	-3	-0.2	0	0.6	5.3	-1	0.0	0.2
> CCN(Cc1ccncc1)C(=O)CCc1nnc(CCC2CCCCC2)o1
 : -1.9	-0.7	-1	1	-0.5	-1	1.5	0.4	-2	-1.3	-0.5
> O=C(c1ccc2oc(CCCc3ccccc3)nc2c1)N1CCCC1
 : 5.8*	1.0*	1	-1	9.0*	-1	1.2	2.6	3	-2.7	11*
> CCOc1ccc(S(=O)(=O)NCc2ccco2)c2ccccc12
 : 0.8	-0.5	5	-4	-0.5	2	2.1	6.1	-1	1.4	-1.2
> O=C(NCc1ccco1)C(Cc1ccccc1)N1C(=O)C2C3C=CC(C3)C2C1=O (configuration not stated)
 : -0.9	-1.2	1	15	0.9	2	-0.6	-0.4	-1	-3.2	-0.2
> CC(Sc1ccccc1)C(=O)NN=C1CCCCCCC1 (configuration not stated)
 : -0.6	-1.2	-3	0	-0.4	-3	-0.5	4.4	-3	-0.7	0.2
> CCc1ccc(NC(=O)[C@H](Cc2ccccc2)NC(=O)C2CCN(C(=O)[C@@H](N)CC(C)C)CC2)cc1
 : 1.2	0.2	4	-4	-0.8	2	1.6	0.5	1	0.7	-0.7
> CCN(CC)CCCN(Cc1cc2cc3c(cc2[nH]c1=O)OCO3)C(=S)NCCCN(C)C
 : -0.5	-1.1	-108	i	1.2	8	1.1	-1.2	-3	1.1	0.2
> O=C(O)CCCc1ccc2ccc3cccc4ccc1c2c34
 : -2.4	-1.1	-158	-321	0.1	-6	-1.2	0.1	-2	-1.3	-2.4

# Random excerpt: 2 compounds from above
# The line under a structure holds: hcDAF-12 act	ssDAF12 agonist	ADAM17 inh	ADAM10 inh	DAX1 inh-2	GC-A act	DAX1 inh-1	FXN GAA850 act	SMARCA2 activ	PG9 Ab binder	hgDAF12 agonist
> CCOc1ccc(S(=O)(=O)NCc2ccco2)c2ccccc12
 : 0.8	-0.5	5	-4	-0.5	2	2.1	6.1	-1	1.4	-1.2
> O=C(O/N=C(/c1ccccc1)c1ccncc1)c1ccc(F)cc1
 : -1.0	-1.3	-1	-2	-0.9	-1	·	-2.5	-5	0.3	-1.1

# (further entries)
# The line under a structure holds: hcDAF-12 act	ssDAF12 agonist	ADAM17 inh	ADAM10 inh	DAX1 inh-2	GC-A act	DAX1 inh-1	FXN GAA850 act	SMARCA2 activ	PG9 Ab binder	hgDAF12 agonist
> CN1C(=O)C2(Nc3ccccc3-c3nc4ccccc4n32)c2ccccc21 (configuration not stated)
 : -1.1	-1.3	-6	-22	-0.3	-8	0.3	0.0	4	-1.6	-1.1
> O=C(OC(c1ccccc1)c1nccc2ccccc12)c1ccccc1 (configuration not stated)
 : -6.1	-2.8	6	8	-5.1	-9	1.2	-11	-7	-0.5	-17
> C=CCN(C(=O)c1csnn1)C(C(=O)NCc1ccc(F)cc1)c1cccs1 (configuration not stated)
 : 0.8	-1.1	-2	3	0.0	-2	-0.3	-0.5	0	-0.6	-1.8
> COCC(=O)OCC(=O)Nc1ccc(Cl)cc1[N+](=O)[O-]
 : 0.5	-0.9	-1	1	-0.3	6	0.0	2.4	-1	0.8	-1.3
> CCOc1ccccc1NC(=O)COC(=O)c1cnc(C)cn1
 : 0.3	-1.6	0	-9	-0.1	-6	1.3	1.1	4	-1.1	-0.7
> Cc1nc(NC(=O)COC(=O)CCC(=O)c2cccs2)c(Cl)cc1Cl
 : 2.4	-0.3	-3	-9	0.0	0	-0.3	3.3	-2	-1.2	-1.4
> O=C(CCN1CCN(Cc2ccccc2)CC1)Nc1cccc(Cl)c1
 : -2.0	-1.7	-3	-1	-0.5	-3	-3.4	-2.2	-3	0.3	1.8
> c1ccc(CN(Cc2ccccc2)c2c3c(nc4ncnn24)CCC3)cc1
 : -0.5	-1.7	-2	-1	-0.3	-33	-1.6	-1.4	-5	2.4	-2.4
> CN(C)C(=O)CNc1ccn2nc(-c3cccc(Cl)c3)cc2n1
 : -0.2	-1.0	-33	-95	-1.9	9	·	-2.4	-1	1.0	-0.6
> CC(C)(C)C1CCC(OC(=O)c2cncc(Br)c2)CC1 (configuration not stated)
 : 1.0	-1.5	-6	4	0.4	-5	-0.4	-0.3	-5	0.5	4.4
> CCc1ccc(CN(C)C(=O)CCc2nnc(-c3ccc(-c4ccccc4)cc3)o2)nc1
 : -4.1	-2.5	-3	0	-2.5	11	-0.9	-6.0	-10	-1.1	-12
> CCOCCc1c(O)nc(SCCOc2ccc(C)c(C)c2)[nH]c1=O
 : -0.7	-0.2	-5	0	0.3	-1	0.0	-0.5	4	-1.3	-1.6
> COc1ccc(OC)c(-c2cc(C(=O)Nc3cc(C)on3)no2)c1
 : -0.4	-0.7	0	4	-0.4	2	1.5	2.2	3	3.0	-0.7
> COc1ccccc1CNC(=O)CCS(=O)(=O)c1ccc2c(c1)CCN2C(C)=O
 : -1.4	-0.9	-4	-10	-1.5	4	-0.8	0.4	-2	-0.1	0.3
> Cc1sc2c(c1C)c(=O)n(-c1ccccc1)c1nnc(C)n21
 : -0.6	-1.6	1	7	0.0	11	-0.2	2.5	-3	-1.5	-2.7
> CC(C)NC(=O)c1c(CSc2ccccc2)noc1C(=O)NCc1ccccc1
 : 1.4	-1.1	4	81*	-0.3	3	-0.1	0.3	0	-1.4	-1.1
> CCCCN1C(=O)N2Cc3ccccc3C2CS1(=O)=O (configuration not stated)
 : 1.1	0.3	0	1	1.1	-1	·	·	7	·	6.0
> Cc1ccc(-n2cc(CNCCc3cscn3)c(-c3ccc(F)cc3)n2)cc1
 : -1.9	-1.0	1	3	-0.2	-2	-0.1	2.7	4	-1.1	-0.3

# A different layout for part of the listing above:
mol,hcDAF-12 act,ssDAF12 agonist,ADAM17 inh,ADAM10 inh,DAX1 inh-2,GC-A act,DAX1 inh-1,FXN GAA850 act,SMARCA2 activ,PG9 Ab binder,hgDAF12 agonist
CCOCCc1c(O)nc(SCCOc2ccc(C)c(C)c2)[nH]c1=O,-0.7,-0.2,-5,0,0.3,-1,0.0,-0.5,4,-1.3,-1.6
COc1ccc(OC)c(-c2cc(C(=O)Nc3cc(C)on3)no2)c1,-0.4,-0.7,0,4,-0.4,2,1.5,2.2,3,3.0,-0.7
COc1ccccc1CNC(=O)CCS(=O)(=O)c1ccc2c(c1)CCN2C(C)=O,-1.4,-0.9,-4,-10,-1.5,4,-0.8,0.4,-2,-0.1,0.3
Cc1sc2c(c1C)c(=O)n(-c1ccccc1)c1nnc(C)n21,-0.6,-1.6,1,7,0.0,11,-0.2,2.5,-3,-1.5,-2.7
CC(C)NC(=O)c1c(CSc2ccccc2)noc1C(=O)NCc1ccccc1,1.4,-1.1,4,81*,-0.3,3,-0.1,0.3,0,-1.4,-1.1
CCCCN1C(=O)N2Cc3ccccc3C2CS1(=O)=O (configuration not stated),1.1,0.3,0,1,1.1,-1,·,·,7,·,6.0
Cc1ccc(-n2cc(CNCCc3cscn3)c(-c3ccc(F)cc3)n2)cc1,-1.9,-1.0,1,3,-0.2,-2,-0.1,2.7,4,-1.1,-0.3

# High-throughput results as filed in PubChem.

# Rows were taken by chance; any-hit rate near 6.8%.
